hERG protect = hERG rescue from dofetilide block, primary screen, cell-based, CHO-hERG, FluxOR thallium flux, dofetilide IC70; 310,000 tested, 0.51% active; activation (rescue from dofetilide block), less the hit threshold, % at 10 µM; dofetilide IC70 present;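 active = activation above the mean of controls blocked by dofetilide plus 5 SD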;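 note: thallium influx through hERG after potassium depolarization seen as dye fluorescence rise; in these data hits start at about 4.7%; inactives centre near -7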
TMEM16A inh = TMEM16A chloride channel inhibitors, primary screen, cell-based, HTS; Anoctamin-1 (Mus musculus), Q8BHY3; HEK293 TMEM16A/YFP iodide influx fluorescence, ionomycin; normalized B-score (activity score, 25-100; higher = stronger inhibition) at 10 µM; 310,000 tested, 1.2% active;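 active = ratio plate-corrected score three or more library SD toward inhibition, starting fluorescence score within five deviations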;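 note: score derived from kinetic fluorescence span divided by baseline fluorescence per well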
KCNQ1 inh = inhibitors of human KCNQ1 channel, primary screen, cell-based, thallium flux, high-throughput; Potassium voltage-gated channel subfamily KQT member 1 (Homo sapiens), P51787; 310,000 tested, 1.3% active; CHO-K1 KCNQ1, FluxOR thallium flux fluorescence; stronger effect = higher value; B-score at 10 µM;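 active = compounds whose thallium flux B-score, printed positive for inhibition, exceeds three library SD while starting fluorescence stays within three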;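 note: channel opened by potassium depolarization with thallium stimulus after 20 min compound exposure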
RGS4 block = RGS4 inhibitors, primary screen, cell-based, HEK293 M3R inducible RGS4, calcium flux. AID 463165, 2010. B-score at 10 µM. Regulator of G-protein signaling 4 (Homo sapiens), P49798. 310,000 tested, 0.45% active. Fluo-4 calcium flux; stronger effect = higher value; triggered by carbachol at its EC20;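 active = B-score, a plate-corrected calcium signal, over three deviations above library mean, with baseline fluorescence within five deviations of library mean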;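 note: RGS4 expression induced by doxycycline in cells with stable M3 receptor; B-score is computed from the integrated fluorescence ratio over baseline after carbachol; higher B-score means a larger calcium signal and so more RGS4 inhibition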
Target sequence (P49798 whole entry, looked up): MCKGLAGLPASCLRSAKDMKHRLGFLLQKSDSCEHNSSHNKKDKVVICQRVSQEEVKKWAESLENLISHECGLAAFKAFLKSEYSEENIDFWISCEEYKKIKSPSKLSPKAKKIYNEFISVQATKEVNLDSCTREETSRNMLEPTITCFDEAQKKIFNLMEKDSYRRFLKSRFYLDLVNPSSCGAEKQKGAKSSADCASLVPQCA
KCNQ1 pot = potentiators or activators of KCNQ1 channel, primary screen, cell-based, thallium flux, high-throughput | CHO-K1 KCNQ1, thallium flux FluxOR fluorescence; stronger effect = higher value | 310,000 tested, 0.35% active | Potassium voltage-gated channel subfamily KQT member 1 (Homo sapiens), P51787 | B-score at 10 µM;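 active = fluorescence ratio B-score, a plate-corrected score, at least three library SD, with initial intensity B-score within 5 SD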
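Schedule – 37 °C overnight plating, 90-min dark dye load, 20-min compound pretreatment · System – stable KCNQ1 CHO-K1 line · Probe or stimulus – thallium- and potassium-containing depolarizing buffer · Measured by – kinetic FluxOR fluorescence, 10 s baseline plus 110 s post-stimulus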
SKKanGAS inh = S. pyogenes SKKanGAS growth inhibitors in kanamycin, primary screen, streptokinase expression inhibitor project, SKKanGAS strain, BacTiter-Glo luminescence; 300,000 tested, 1.3% active; 6 h; inhibition, % at 7.5 µM;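 active = mean replicate score, as percent of positive control median, at least 50; inconclusive = mean below 50 but one replicate at or above 50; inactive = mean and every replicate below 50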;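 note: strain carries kanamycin resistance gene driven by streptokinase promoter and grows in 40 µg/ml kanamycin; loss of luminescence reflects streptokinase promoter inhibition or plain growth inhibition; 0% = median of DMSO wells and 100% = positive control at its reference dose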
RGS4 act = RGS4 potentiators or activators, primary screen, cell-based, HEK293 M3R inducible RGS4, calcium flux | carbachol calcium flux Fluo4; stronger effect = lower value | B-score at 10 µM | 310,000 tested, 0.92% active | AID 463111, 2010;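 active = B-score of the integrated calcium signal more than 4 SD below the library mean, with starting fluorescence not abnormally high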;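 note: negative B-score means reduced calcium response which marks RGS4 activation or potentiation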
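Assay system: HEK293 FlpIn-TREx cells, stable M3R, doxycycline-inducible RGS4 / Probe or stimulus: carbachol, ECmax concentration / Times: overnight RGS4 induction, 30 min dye load 37 °C, 20 min compound RT / Signal: kinetic calcium fluorescence imaging with Fluo4-AM dye, 2 µM / Measure: Agonist-evoked peak-minus-minimum fluorescence over baseline, integrated ratio, B score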
KCNK9 block = KCNK9 potassium channel inhibitors, primary screen, HEK293 cells, thallium flux; FluxOR thallium flux fluorescence; stronger effect = lower value; B-score at 10 µM; 310,000 tested, 1.2% active; AID 488922, 2010;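 active = ratio B-score over 3 SD below the library mean, with starting fluorescence within 5 SD of its mean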;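 note: negative B-score means less thallium flux so channel inhibition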
HDAC3 inhib = HDAC3 deacetylase inhibitors, primary screen, biochemical, fluorescence, cell-free homogeneous. Histone deacetylase 3 (Homo sapiens), O15379. recombinant HDAC3, fluorogenic peptide/trypsin coupled. inhibition, % at 8.3 µM. 320,000 tested, 0.15% active. AID 2718, 2010; in the data active = inhibition above about 26%, passing the limit was not always enough; inconclusive = no clear call, values can overlap the other calls
Target sequence (O15379 whole entry, looked up): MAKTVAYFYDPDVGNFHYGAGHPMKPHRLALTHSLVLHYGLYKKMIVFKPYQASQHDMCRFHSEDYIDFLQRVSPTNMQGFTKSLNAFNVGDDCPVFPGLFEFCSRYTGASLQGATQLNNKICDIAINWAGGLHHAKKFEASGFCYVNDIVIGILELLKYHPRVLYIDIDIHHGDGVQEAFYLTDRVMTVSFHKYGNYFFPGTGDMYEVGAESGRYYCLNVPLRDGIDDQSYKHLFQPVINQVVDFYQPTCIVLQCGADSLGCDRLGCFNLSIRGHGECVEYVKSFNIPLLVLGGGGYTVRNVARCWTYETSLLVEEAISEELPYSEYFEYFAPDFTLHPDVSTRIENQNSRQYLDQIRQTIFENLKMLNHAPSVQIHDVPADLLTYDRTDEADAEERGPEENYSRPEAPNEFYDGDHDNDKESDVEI
KCNK3 block = human KCNK3 channel inhibitors, primary screen, CHO cells, FluxOR thallium flux, B-score; 340,000 tested, 0.84% active; B-score at 10 µM; Potassium channel subfamily K member 3 (Homo sapiens), O14649; FluxOR fluorescence; stronger effect = lower value; AID 602410, 2012;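 active = B-score under library mean minus 4 SD, starting fluorescence ratio at most library mean plus 5 SD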;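 note: more negative B-score means stronger inhibition of thallium flux through KCNK3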
Target sequence (O14649 whole entry, looked up): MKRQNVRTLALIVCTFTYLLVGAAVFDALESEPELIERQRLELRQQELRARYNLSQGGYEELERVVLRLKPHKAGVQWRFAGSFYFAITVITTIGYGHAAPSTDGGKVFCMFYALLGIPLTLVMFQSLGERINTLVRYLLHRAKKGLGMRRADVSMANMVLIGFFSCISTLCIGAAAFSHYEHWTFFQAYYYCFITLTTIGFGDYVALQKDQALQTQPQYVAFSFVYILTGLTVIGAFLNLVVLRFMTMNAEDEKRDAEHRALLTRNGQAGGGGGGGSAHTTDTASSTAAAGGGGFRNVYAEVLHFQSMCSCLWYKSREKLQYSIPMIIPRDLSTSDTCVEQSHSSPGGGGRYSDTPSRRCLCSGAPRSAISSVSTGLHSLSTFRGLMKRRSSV
TMEM16A act = TMEM16A chloride channel activators or potentiators, primary screen, cell-based, HTS. Anoctamin-1 (Mus musculus), Q8BHY3. HEK293 TMEM16A/YFP-H148Q/I152L, iodide quench fluorescence; stronger effect = lower value. B-score at 10 µM. 340,000 tested, 0.3% active. AID 623877, 2012;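 active = fluorescence-ratio B-score plate-corrected deviation score at least 3 library SD below zero, with starting fluorescence score within 5 deviations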;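 note: channel opened by trigger with iodide after compound preincubation; score built on the fluorescence ratio of max minus min over baseline; more negative score means more quench and so TMEM16A activation or potentiation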
An asterisk follows results filed as active; i = inactive; ? = inconclusive; . = not tested or not shown. Not a hit list (roughly 6.3% active in at least one column).

SMILES	hERG protect	TMEM16A inh	KCNQ1 inh	RGS4 block	KCNQ1 pot	SKKanGAS inh	RGS4 act	KCNK9 block	HDAC3 inhib	KCNK3 block	TMEM16A act
CCCCN(C(=O)CSc1nncn1-c1ccccc1)c1c(N)n(Cc2ccccc2)c(=O)[nH]c1=O	-3	i	i	i	i	-2	i	i	3	i	i
CN(C)c1cc(C(F)(F)F)nc(-c2ccccn2)n1	-4	i	i	i	i	11	i	i	0	i	i
COc1ccc(CN(C)C(=O)C23CC4CC(CC(C4)C2)C3)c(OC)c1	-13	i	i	i	i	-1	i	i	-5	i	i
CNS(=O)(=O)c1ccc2nc(NC(=O)c3ccc(N4C(=O)CCC4=O)cc3)sc2c1	-3	i	i	i	i	1	i	i	7	i	i
COc1ccc(Nc2nc(N)nc(COc3ccc(OC)cc3)n2)cc1	-2	i	i	i	i	2	i	i	2	i	i
Cc1ccc(/C=C/C(=O)NCCCN2CCN(CCCNC(=O)/C=C/c3ccc(C)cc3)CC2)cc1	-2	i	i	i	i	0	i	i	-4	i	i
CCn1cc(C(=O)N2CCN(c3ccccc3OC)CC2)c2cc(OC)c(OC)cc2c1=O	-15	i	i	i	i	2	i	i	.	i	i
C[n+]1cccc(CNC(=O)/C=N/O)c1	-4	i	i	i	i	3	i	i	4	i	i
COc1ccccc1NC(=O)N1CCC(C(=O)c2ccc(F)cc2)CC1	-17	i	i	i	i	-1	i	i	-6	i	i
Cc1ccc(/C=N/NC(=O)CNC(=O)c2ccc(S(=O)(=O)N3CCCC3)cc2)o1	-9	i	i	i	i	9	i	i	7	i	i
Cc1ccc(C)n1-c1sc2c(c1C(=O)O)CCCC2	-14	i	i	i	i	-18	i	i	0	i	i
COc1ccc(OC(C)C(=O)N(C)Cc2nc(-c3ccc(C)cc3)no2)cc1 (configuration not stated)	-5	i	i	i	i	-2	i	i	0	i	i
CCOc1ccc(C(C)NC(=S)NC2CCCCC2)cc1 (configuration not stated)	4	i	i	i	i	-2	i	i	0	i	i
NC(=O)N/N=C1\CCS(=O)(=O)c2ccc(F)cc21	-9	i	i	i	i	4	i	i	0	i	i
CN1C(=O)OC(C)(C)C1=O	-5	i	i	i	i	0	i	i	2	i	i
O=[N+]([O-])c1ccc(Nc2ccc(F)cc2)cc1	-2	i	i	i	i	5	i	i	13	i	i
COc1cccc(OC)c1C(=O)NN1CCCCC1	-9	i	i	i	i	-2	i	i	0	i	i
CC(C)CCNC(=O)C1CCCN(S(=O)(=O)c2ccc(-n3cnnn3)cc2)C1 (configuration not stated)	-4	i	i	i	i	-5	i	i	-3	i	i
O=C1CN(C(=O)c2cc([N+](=O)[O-])ccc2Cl)C(c2ccc(F)cc2)c2cc(F)ccc2N1 (configuration not stated)	-3	i	i	i	i	2	i	i	-10	i	i
CCO[C@H]1OC(C(=O)NCc2ccccc2)=C[C@@H](c2cn(C(C)=O)c3ccccc23)[C@@H]1CCCO	-7	i	i	i	i	12	i	i	0	i	i
S=C(Nc1ccc2nc(-c3ccccn3)c(-c3ccccn3)nc2c1)N1CCOCC1	-13	i	i	i	i	8	i	i	7	i	i
O=C(O)CCC(=O)N1CCc2cc(S(=O)(=O)N(CCc3ccccc3)Cc3ccccc3)ccc21	-13	i	i	i	i	25	i	i	2	i	i
COCCOC(=O)c1[nH]c2c(c1C)C(=O)C(C(=O)OC)C(C)C2 (configuration not stated)	-9	i	i	i	i	-10	i	i	4	i	i
CCc1nc(N2CCCCC2)c2oc3ccccc3c2n1	-6	i	i	i	i	8	i	i	4	i	i
COc1ccc(CCNC(=O)Cc2ccccc2)cc1OC	0	i	i	i	i	-3	i	i	-12	i	i
Clc1ccc(OCc2nc(-c3ccccn3)n[nH]2)cc1	-10	i	i	i	i	4	i	i	-6	i	i
Cc1cccc(C)c1NC(=O)CN(C)C(=O)CSC(=S)N1CCCC1	-12	i	i	i	i	-1	i	i	-4	i	i
COc1ccc(CCn2nnnc2C(c2ccccc2)N2CCN(C)CC2)cc1OC (configuration not stated)	-6	i	i	i	i	0	i	i	0	i	i
C/C(=N\O)C(C)(C)Nc1ccccc1F	-8	i	i	i	i	-1	i	i	-7	i	i
c1ccc(SCc2nc(-c3ccncc3)no2)cc1	2	i	i	i	i	15	i	i	.	i	i
CCCCOc1ccc(C2(C(=O)O)CCCC2)cc1	-4	i	i	i	i	.	i	i	-10	i	i
O=C(c1ccc(F)cc1F)C1CCN(c2ccc([N+](=O)[O-])cn2)CC1	-11	i	i	i	i	3	i	i	1	i	i
CC(NC(=O)COc1ccc(Oc2ccccc2)cc1)C(=O)O (configuration not stated)	-12	i	i	i	i	3	i	i	1	i	i
O=C(O)/C=C/c1ccc(OCCCF)cc1	-5	i	i	i	i	1	i	i	2	i	i
CC(OC(=O)c1ccc2c(=O)n3c(nc2c1)CCCCC3)C(=O)Nc1ncc(Cl)cc1Cl (configuration not stated)	-6	i	i	i	i	3	i	i	-2	i	i
COc1ccc(NC(=O)C(=O)Nc2cccc3cccnc23)c(OC)c1	-3	i	i	i	i	-2	i	i	1	i	i
Cc1n[nH]c(C)c1C(=O)CC1(O)C(=O)N(CCc2ccccc2)c2ccc(Cl)cc21 (configuration not stated)	-16	i	i	i	i	7	i	i	7	i	i
Cc1cc([N+](=O)[O-])cnc1N1CCOCC1	-3	i	i	i	i	-1	i	i	-1	i	i
O=C1CC(NS(=O)(=O)c2cccs2)CN1c1ccc(Cl)cc1 (configuration not stated)	-10	i	i	i	i	13	i	i	3	i	i
O=C1CCc2cc(S(=O)(=O)N3CCN(C(=O)c4ccco4)CC3)ccc2N1	-10	i	i	i	i	-1	i	i	3	i	i
Cc1cc(C)c2c(n1)sc1c(N3CCN(CCO)CC3)ncnc12	-8	i	i	i	i	-7	i	i	-5	i	i
O=C(Nc1nnc(SCC(=O)N2CCCCC2)s1)c1c(F)cccc1F	-6	i	i	i	i	10	i	i	0	i	i
Cc1cccc(C(=O)N/C(=C\c2ccco2)C(=O)N2CCCCCC2)c1	-5	i	i	i	i	7	i	i	4	i	i
COc1ccc(-c2csc(NC(C)=O)n2)cc1OC	1	i	i	i	i	-3	i	i	5	i	i
COc1ccc(/C=N/NC(=O)CCCCCNC(=O)c2ccccc2)cc1	-1	i	i	i	i	0	i	i	5	i	i
Cc1nnc(SCC(=O)Nc2ccc3c4c(cccc24)CC3)n1C	-11	i	i	i	i	-4	i	i	-2	i	i
CCOC(=O)c1csc(N/N=C2\CCc3ccccc32)n1	-4	i	i	i	i	3	i	i	6	i	i
CC(=O)Nc1ccc2nc(NC(=O)COc3cccc(C)c3)sc2c1	-6	i	i	i	i	-12	i	i	13	i	i
COc1ccc(C2(C(=O)Nc3c(C)n(C)n(-c4ccccc4)c3=O)CCCC2)cc1OC	-4	i	i	i	i	5	i	i	-1	i	i
Cc1cc(Br)ccc1SCC(=O)OCC(=O)c1c(N)n(C)c(=O)n(C)c1=O	-18	i	i	i	i	-4	i	i	6	i	i
(listing goes on)
SMILES	hERG protect	TMEM16A inh	KCNQ1 inh	RGS4 block	KCNQ1 pot	SKKanGAS inh	RGS4 act	KCNK9 block	HDAC3 inhib	KCNK3 block	TMEM16A act
Cc1ccc(/C=N/NC(=O)c2cccc3ccccc23)o1	-4	i	i	i	i	-4	i	i	-7	i	i
Cc1cc(C(=O)N2CCN(Cc3ccc4c(c3)OCO4)CC2)cs1	-12	i	i	i	i	-2	i	i	0	i	i
COc1cc2c(cc1OC)C(C(=O)Nc1ccccc1N1CCN(C)CC1)C1c3ccccc3CCN1C2=O (configuration not stated)	-8	i	i	i	i	3	i	i	7	i	i
CC1(c2ccccc2)NC(=O)N(NC(=O)CSc2n[nH]c(N)n2)C1=O (configuration not stated)	-10	i	i	i	i	-21	i	i	1	i	i
O=C(Cc1ccccc1)NN1C(=O)C2C3C=CC(C3)C2C1=O (configuration not stated)	-5	i	i	i	i	3	i	i	5	i	-38*
COC(=O)CCC(=O)NC1CC(C)(C)Cc2c1cnn2-c1ccccc1 (configuration not stated)	-10	i	i	i	i	1	i	i	5	i	i
Cc1ccc(S(=O)(=O)Cn2nnnc2CN2CCOCC2)cc1	-7	i	i	i	i	-7	i	i	0	i	i
Cc1ccc2c(c1)C=CC(C#N)N2C(=O)c1ccccc1 (configuration not stated)	-5	i	i	i	i	-17	i	i	3	i	i
O=C(O)c1ccc2c(c1)ncn2C1CCCCC1	1	i	i	i	i	2	i	i	3	i	i
CN1CCN(S(=O)(=O)c2ccc(NC(=O)C3CCCCC3)cc2)CC1	-2	i	i	i	i	-1	i	i	9	i	i
C[C@H](NC(=O)c1ccco1)C(=O)Nc1ccc(S(=O)(=O)N2CCCC2)cc1	-5	i	i	i	i	4	i	i	-3	i	i
O=C(Cc1sc(-c2ccccc2Cl)nc1-c1ccccc1)Nc1ccccc1	-6	i	i	i	i	-2	i	i	2	i	i
CC(C)(C)OC(=O)CC[C@@H](C(=O)N1CCN(C(=O)OC(C)(C)C)CC1)n1cc(C(CO)NC(=O)OC(C)(C)C)nn1 (some centres not stated)	-5	i	i	i	i	4	i	i	?	i	i
CCCN1CCN(C2CCCCC2NS(=O)(=O)c2ccccc2)CC1 (configuration not stated)	-7	i	i	i	i	2	i	i	0	i	i
CC(=O)N/C(=C\c1ccccc1)C(=O)OCc1ccccc1	-9	i	i	i	i	-5	i	i	0	i	i
COc1cc(-c2nnc(SCC3(c4ccc(Br)cc4)OCCO3)o2)cc(OC)c1OC	0	i	i	i	i	-1	i	i	-2	i	i

Compound activity deposited in PubChem BioAssay by several laboratories.
